Assay outcomes from PubChem BioAssay.
LYPLA2 inh = blocks human lysophospholipase 2, a PME1 counter-screen. O95372. AID 2177. inhibition, % at 5.9 µM. actives 0.38% (n = 320,000). recombinant LYPLA2, FP-Rh probe fluorescence polarization;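 active means inhibition above the screen-wide mean plus 3 SD, limit set per campaign, cut at about 26% in these data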;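 further: 0% = LYPLA2 with DMSO and 100% = wells lacking LYPLA2 enzyme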
LYPLA1 counter = LYPLA1 (human) inhibition in PME1 counter-screen. O75608. recombinant LYPLA1, FP-Rh probe fluorescence polarization. inhibition, % at 5.9 µM. actives 0.16% (n = 320,000). AID 2174;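 active means inhibition above the mean of all tested compounds plus 3 SD, set per campaign, cut at about 14% in these data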;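 further: inhibitors block serine hydrolase probe labeling of LYPLA1 so polarization falls; 0% = enzyme with DMSO and 100% = wells lacking LYPLA1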
Target sequence (O75608 whole entry, looked up): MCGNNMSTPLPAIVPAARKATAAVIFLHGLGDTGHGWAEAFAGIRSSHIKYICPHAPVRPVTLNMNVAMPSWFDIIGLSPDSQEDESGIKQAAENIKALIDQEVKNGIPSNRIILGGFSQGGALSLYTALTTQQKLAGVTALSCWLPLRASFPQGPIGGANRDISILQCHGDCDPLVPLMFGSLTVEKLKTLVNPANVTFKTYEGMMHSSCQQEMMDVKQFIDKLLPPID
GSTO1 inh = counter-screen for RBBP9 inhibitors: inhibitors of human GSTO1; actives 1.1% (n = 300,000); recombinant GSTO1, activity-based probe fluorescence polarization; P78417; inhibition, % at 5.96 µM;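 active means inhibition above the campaign mean inhibition plus 3 SD, cut at about 35% in these data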;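 further: 0% = GSTO1-1 with DMSO and 100% = wells lacking GSTO1-1 enzyme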
pPAFAH inh = pPAFAH (human) enzyme inhibition; Q13093; recombinant pPAFAH, FP-rhodamine probe fluorescence polarization; inhibition, % at 3.39 µM; actives 1.5% (n = 330,000); AID 463082;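 active means inhibition above the mean inhibition across the screen plus 3 SD, cut at about 25% in these data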;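 further: inhibitors block binding of the rhodamine activity-based probe so polarization drops; 0% = enzyme with DMSO and 100% = wells lacking pPAFAH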
PREPL inh = human PREPL enzyme inhibition; actives 0.68% (n = 320,000); inhibition, % at 5.96 µM; Q4J6C6; recombinant PREPL, fluorescence polarization activity-based probe; in the data active means inhibition above about 43%;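 further: 0% = enzyme with DMSO and 100% = wells lacking enzyme; many of its hits are not listed in these tables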
PAFAH1B2 FP inh = PAFAH1B2 (human) inhibition. recombinant PAFAH1B2, FP-rhodamine activity probe, fluorescence polarization. AID 492953. inhibition, % at 3.39 µM. P68402. actives 1.2% (n = 340,000);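 active means inhibition above the mean of all tested compounds plus 3 SD, cut at about 24% in these data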;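 further: 0% = enzyme with DMSO and 100% = wells lacking PAFAH1B2; many of its hits are not listed in these tables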
PAFAH1B3 FP inh = blocks human PAF acetylhydrolase 1B catalytic subunit 3. Q15102. recombinant PAFAH1B3, FP-rhodamine probe, fluorescence polarization. inhibition, % at 3.39 µM. AID 492972. actives 0.28% (n = 340,000);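 active means inhibition above the screen-wide average of all tested compounds plus 3 SD, cut at about 25% in these data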;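 further: 0% = enzyme with DMSO only and 100% = wells lacking PAFAH1B3 protein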
Target sequence (Q15102 whole entry, looked up): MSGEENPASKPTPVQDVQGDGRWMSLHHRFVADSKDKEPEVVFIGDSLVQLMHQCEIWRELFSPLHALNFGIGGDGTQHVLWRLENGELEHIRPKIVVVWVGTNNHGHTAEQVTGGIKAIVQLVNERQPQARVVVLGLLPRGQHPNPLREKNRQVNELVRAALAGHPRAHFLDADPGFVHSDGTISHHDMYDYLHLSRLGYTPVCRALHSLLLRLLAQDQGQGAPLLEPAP
PME-1 inh = blocks human protein phosphatase methylesterase 1 | Q9Y570 | recombinant PME-1, FP-Rh probe fluorescence polarization | inhibition, % at 5.9 µM | actives 0.53% (n = 320,000) | AID 2130;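 active means inhibition above the campaign mean of all compounds plus 3 SD, cut at about 26% in these data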;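 further: competitive labeling of PME-1 active site by serine hydrolase directed probe; 0% = PME-1 with DMSO and 100% = wells lacking PME-1 enzyme; inhibitors block probe labeling so polarization falls and inhibition rises; many of its hits are not listed in these tables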
Target sequence (Q9Y570 whole entry, looked up): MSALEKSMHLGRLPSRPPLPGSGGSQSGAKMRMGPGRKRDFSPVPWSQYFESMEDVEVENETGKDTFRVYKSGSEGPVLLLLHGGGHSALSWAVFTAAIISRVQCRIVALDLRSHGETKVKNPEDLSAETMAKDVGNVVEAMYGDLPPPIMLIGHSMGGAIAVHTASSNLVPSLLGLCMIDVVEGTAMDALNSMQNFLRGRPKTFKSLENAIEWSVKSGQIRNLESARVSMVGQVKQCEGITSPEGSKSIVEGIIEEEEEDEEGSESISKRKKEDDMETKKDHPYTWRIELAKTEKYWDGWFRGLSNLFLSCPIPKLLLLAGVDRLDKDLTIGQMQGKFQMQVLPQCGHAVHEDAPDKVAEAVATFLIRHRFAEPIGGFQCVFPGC
PAD4 inh = blocks human protein arginine deiminase 4. Q9UM07. recombinant PAD4, RCA probe fluorescence polarization. inhibition, % at 6.36 µM. actives 0.41% (n = 330,000);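 active means percent inhibition above a cutoff equal to the mean of all tested compounds plus 3 SD, cut at about 15% in these data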;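 further: 0% = PAD4 with RCA probe and DMSO and 100% = probe without PAD4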
An asterisk follows results filed as active; . = not tested or not shown. This is a subset; count on the stated rates, not on these rows.

structure,LYPLA2 inh,LYPLA1 counter,GSTO1 inh,pPAFAH inh,PREPL inh,PAFAH1B2 FP inh,PAFAH1B3 FP inh,PME-1 inh,PAD4 inh
CC(C)(C)c1ccc(C(=O)NCC(=O)OCC(=O)c2ccc3c(c2)-c2ccccc2C3)cc1,-8,-7,4,-2,-13,13,-15,-12,-1
COc1ccc(CSc2nc(C)cc(=O)[nH]2)cc1Br,5,2,1,4,4,0,-3,6,-1
O=C(Nc1ccc(OCC(F)(F)C(F)F)cc1)c1ccncc1,1,3,0,-3,15,-6,9,0,-4
NC(=O)Cn1c(=O)n(CCC(=O)Nc2ccc(F)cc2)c(=O)c2sccc21,3,2,0,1,24,6,10,0,0
O=C(O)C1=C[C@@H](c2ccc3c(c2)OCO3)C[C@@H](OCc2ccc(CO)cc2)O1,6,3,8,7,7,7,-3,4,-5
CC(=O)c1c(C)[nH]c(C(=O)COC(=O)c2ccc(C)s2)c1C,.,.,.,0,12,-3,-8,.,-4
O=C(Nc1ccc(Oc2ccccc2)cc1)c1ccco1,4,-1,-1,5,-7,0,-2,-5,3
Oc1ccc(N2CCN(Cc3c(-c4ccccc4)nc4ccccn34)CC2)cc1,8,1,19,16,16,-3,10,7,-2
Cc1ccc(C(=O)N(CC(=O)NC2CCCCC2)c2ccccc2F)s1,7,7,6,3,10,-4,1,2,-2
COc1cccc(CNC(=O)CCCNS(=O)(=O)c2cccs2)c1,1,3,8,2,-3,5,5,2,-6
CC(=O)Nc1ccc(NC(=O)COc2ccc(Cl)cc2Cl)cc1,-1,-4,-6,6,1,7,2,-16,-1
O=C(CN1CCCCCC1)Nc1ccccc1OC(F)F,0,1,3,11,-3,4,-5,5,0
Cc1ccc(SC(C)C(=O)NCc2ccncc2)cc1 (centres undefined),3,1,-5,8,2,2,6,0,1
CCOC(=O)N/N=C/c1ccccc1OCc1ccc(Cl)cc1,3,0,-2,1,-19,2,0,2,5
COC(=O)c1c(NC(=S)NN2CCOCC2)sc2c1CCCC2,3,-3,23,5,11,3,7,22,-10
CCC(C)NC(=O)Nc1ccc(Br)cc1 (centres undefined),-4,-4,9,-3,-2,1,-7,-13,0
CCOc1nc(NCCc2ccc(OC)c(OC)c2)nc(NC(C)(C)CO)n1,1,2,2,1,-8,-1,-6,1,-1
COc1ccc2nc(NNC(=O)c3cc(=O)c4ccccc4o3)sc2c1,-2,-4,23,24,11,3,29*,7,-1
CCCOc1ccc(-c2nc(-c3ccc(N)cc3)cs2)cc1,-4,4,5,7,5,.,.,9,-1
CC(C)OCCCNC(=O)c1ccncc1,1,2,-7,7,1,7,6,-2,-3
O=C(c1cccs1)N1CCN=C1SCc1ccccc1,4,-1,19,-7,7,3,-2,-6,4
CN1CCc2ccccc2Cc2[nH]c3ccccc3c2CC1,-3,-2,2,3,35,1,-3,-1,1
COc1cc(C2C(C(=O)c3cccs3)=C(O)C(=O)N2CCN2CCOCC2)cc(OC)c1OC (centres undefined),-3,-2,4,11,-5,7,4,-4,2
COc1ccc(Cl)cc1-c1nc(-c2ccc(Br)o2)no1,3,-2,5,1,1,2,9,1,-2
CCOc1ccc(-c2c(C(=O)N/N=C(\C)c3ccccc3OC)nnn2-c2nonc2N)cc1,-1,2,1,2,11,1,2,5,0
CC(=O)N(c1cccc(C)c1)S(=O)(=O)c1ccc(Cl)cc1,0,1,4,-2,16,4,12,0,-1
O=C(CCCc1ccccc1)NCc1cccnc1,-6,-1,-2,-5,0,7,0,-3,0
Cc1ccc(NC(=O)C2C3/C=C\CCCCC32)cc1 (centres undefined),1,4,10,2,-1,0,4,-1,1
Cc1nc(N2CCCC2)c2nnn(Cc3ccccc3Cl)c2n1,3,-2,8,-12,1,-6,1,-8,-5
CS(=O)(=O)N(CC(=O)Nc1ccccc1Sc1ccccc1)C1CCCCC1,-3,3,0,-6,-8,13,-6,0,-2
Cc1cccc(-c2nc(CS(=O)CC(=O)NC3CCCC(C)C3C)c(C)o2)c1 (centres undefined),-1,0,0,-7,2,-1,2,0,-2
CCOc1ccc(N(Cc2ccc(OC)cc2)C(=O)c2ccco2)cc1,-4,-3,-1,0,-7,3,4,-4,-2
COc1ccccc1Nc1nc(N)nc(CN2CC(C)CC(C)C2)n1 (centres undefined),-1,0,11,-1,10,0,13,1,7
Cc1cc(C(=O)NC(C)C)on1,5,2,2,0,3,-3,-3,0,0
COC(=O)[C@H]1[C@@H](C)N(Cc2ccccc2)C(=O)N[C@H]1c1cccc(C(F)(F)F)c1,-3,1,-3,8,-7,-1,10,3,-2
O=C(CN1C(=O)CCSc2ccc(S(=O)(=O)N3CCCC3)cc21)Nc1ccccc1,7,-3,0,0,16,0,9,-4,4
CN(C)/C=N/c1nc2nccc(-c3cccnc3)n2n1,-4,-3,3,-4,9,6,1,-3,-7
O=S(=O)(NCc1ccccn1)c1ccc(Br)s1,2,-3,-4,-8,3,8,2,5,-2
O=C(NCC1CCCO1)/C(=C\c1ccccc1)NC(=O)c1ccccc1 (centres undefined),1,0,-1,13,5,4,1,0,1
CCOC(=O)COc1cccc2c(=O)n(CC(=O)N3CCc4ccccc43)ccc12,6,-1,-2,-3,2,1,6,6,-1
O=C(COC(=O)CCc1ccc(S(=O)(=O)N2CCCCC2)cc1)Nc1ccc2c(c1)OCO2,-1,0,-4,17,15,-2,7,5,-2
Cc1c(NC(=O)/C=C/c2ccc(S(=O)(=O)N3CCOCC3)cc2)c(=O)n(-c2ccccc2)n1C,6,0,-26,2,8,3,12,-1,1
Nc1c(N(Cc2ccccc2)C(=O)COc2ccc(F)cc2Cl)c(=O)[nH]c(=O)n1Cc1ccccc1,.,.,.,-2,18,1,5,.,-7
COC1CCCCC1Nc1cccc(SC)c1 (centres undefined),2,0,2,3,10,6,4,1,0
Cc1c(C(c2ccc(Br)cc2)c2c(C)n(C)n(-c3ccccc3)c2=O)c(=O)n(-c2ccccc2)n1C,1,-2,14,2,1,5,5,-6,-2
CS(=O)(=O)c1ccc2nc(NC(=O)c3ccccc3Br)sc2c1,13,3,-5,10,5,7,8,3,2
O=C1Cc2cc(S(=O)(=O)Nc3cccc(F)c3)ccc2N1,2,-1,.,24,9,5,5,-5,-2
CCOC(=O)C1CCN(S(=O)(=O)c2ccc(-c3cc(C(F)(F)F)n(C)n3)s2)CC1,10,0,-1,8,0,.,.,-6,-2
COc1cccc(C2C(C#N)=C(N)N(N(C)C)C3=C2C(=O)CC(C)(C)C3)c1 (centres undefined),7,2,0,3,15,1,3,3,-2
CC(C(c1ccc2c(c1)OCO2)c1c(N)n(C)c(=O)n(C)c1=O)[N+](=O)[O-] (centres undefined),1,-1,7,2,-5,2,16,-1,-3
C=CCn1c(O)c(N=O)c2ccccc21,-5,0,4,-5,-3,-1,-5,-24,5
O=C(CN1CCN(Cc2ccccc2Cl)C1=O)NC1CCCCCCC1,4,0,4,2,18,9,1,0,10
COC(=O)CC1COc2ccccc2N1C(=O)c1ccc(Br)cc1 (centres undefined),1,2,4,8,-3,4,3,-3,-2
COc1ccc(NC(=O)CCOc2ccccc2C)cc1S(=O)(=O)N1CCCCC1,6,1,-8,11,18,-1,7,7,-3
O=C(O)c1sc2ncccc2c1OCc1ccccc1,-2,-1,1,-1,-5,2,-6,-1,1
COCCN(CCOC)C(=O)Nc1ccc(Cl)cc1,-14,-4,8,-7,14,1,-6,-6,-1
CCCCCCCNC1=CC(=O)CC(c2ccccc2)C1 (centres undefined),2,0,0,9,-10,10,2,-2,2
CCN(CC(=O)Nc1ccc2c(c1)OCCO2)C(=O)/C=C/c1ccc(F)cc1,5,3,15,8,2,1,7,0,-6
O=C(COC(=O)c1cc(S(=O)(=O)N2CCCCC2)ccc1N1CCOCC1)c1ccc(Cl)cc1,-2,0,8,6,5,3,8,-5,-1
CCOc1ccc(NC(=S)Nc2ccc(C)c([N+](=O)[O-])c2)cc1,-8,-1,0,-1,7,2,11,10,-3

New compounds follow
structure,LYPLA2 inh,LYPLA1 counter,GSTO1 inh,pPAFAH inh,PREPL inh,PAFAH1B2 FP inh,PAFAH1B3 FP inh,PME-1 inh,PAD4 inh
O=C(c1ccc(Br)o1)N1CCN(Cc2ccccc2Cl)CC1,13,6,0,19,-2,5,3,3,-1
C#C[C@]1(O)CC[C@H]2[C@@H]3CCc4cc(OC)ccc4[C@H]3CC[C@@]21C,-4,0,1,-3,-3,-1,10,-2,3
O=C(O)c1cccc(N2C(=O)c3cc([N+](=O)[O-])cc4cc([N+](=O)[O-])cc(c34)C2=O)c1,3,-1,71*,45*,4,10,34*,8,42*
O=C(NC1CCCCCCC1)c1ccc(Br)cc1,-4,-4,3,0,6,.,.,1,-2
O=C1c2ccccc2CN1C(CO)Cc1ccccc1 (centres undefined),-2,2,1,5,-5,1,4,0,-2
O=C(O)c1ccc(CNC(=O)c2ccc(Br)o2)cc1,2,-2,7,3,4,6,7,2,-2
O=c1[nH]c2ccc(Cl)cc2c(=O)n1Cc1ccco1,-1,-3,-8,4,-1,5,-1,-3,3
